Screening data (PubChem)
CTSL1 counter = cathepsin L1 inhibition, PFM18AAP counter-screen; recombinant F. hepatica cathepsin L1, Z-Leu-Arg-MCA fluorescence; inhibition, % at 5.96 µM; 300,000 tested, 0.49% active;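 active = inhibition above the mean of all tested compounds plus 3 SD, set per screening campaign, cut at about 17% in these data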;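 also: 0% = plate median of test compound wells and 100% = 1 µM Z-Phe-Ala-diazomethylketone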
TPT1 inh = inhibitors of Candida albicans tRNA 2'-phosphotransferase TPT1. inhibition, % at 5 µM. recombinant caTPT1, FP RNA substrate dephosphorylation. 300,000 tested, 0.81% active;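 active = inhibition above the mean of all tested compounds plus 3 SD, set per screening campaign, cut at about 24% in these data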;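 also: plate controls were DMSO alone for no effect and ferristatin control at 100 nM for full effect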
PP5 inh = blocks human protein phosphatase 5 activity; P53041; purified PP5c, OMFP substrate fluorescence; inhibition, % at 6.7 µM; 320,000 tested, 0.18% active;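 active = inhibition above the campaign's mean inhibition across all tested compounds plus 3 SD, cut at about 9.5% in these data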;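 also: 0% = DMSO only and 100% = 100 µM cantharidin control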
Target sequence (P53041 whole entry, looked up): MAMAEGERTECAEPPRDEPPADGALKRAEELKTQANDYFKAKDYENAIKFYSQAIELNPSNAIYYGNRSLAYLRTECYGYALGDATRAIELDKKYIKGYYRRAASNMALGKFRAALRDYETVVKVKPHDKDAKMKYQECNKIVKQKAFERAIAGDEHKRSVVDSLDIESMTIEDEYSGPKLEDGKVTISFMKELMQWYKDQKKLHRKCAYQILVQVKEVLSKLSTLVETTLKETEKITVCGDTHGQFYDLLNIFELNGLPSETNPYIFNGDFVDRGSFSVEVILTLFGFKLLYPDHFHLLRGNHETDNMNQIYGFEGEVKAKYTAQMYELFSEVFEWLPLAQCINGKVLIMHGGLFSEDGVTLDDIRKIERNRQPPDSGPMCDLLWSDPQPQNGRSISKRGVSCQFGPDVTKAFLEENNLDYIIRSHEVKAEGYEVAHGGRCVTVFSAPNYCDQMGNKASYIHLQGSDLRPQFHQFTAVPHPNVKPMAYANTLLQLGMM
proCasp3 act = procaspase-3 (human) activation; P42574; recombinant procaspase-3 D3A, Ac-DEVD-pNA absorbance 405 nm; activation, % at 8.5 µM; 330,000 tested, 0.11% active;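 active = activation above the mean of all tested compounds plus 3 SD, cut at about 21% in these data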;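 also: 0% = DMSO alone and 100% = DMSO wells spiked with extra 5 µM PC-3 D3A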
Target sequence (P42574 whole entry D9A/D28A/D175A): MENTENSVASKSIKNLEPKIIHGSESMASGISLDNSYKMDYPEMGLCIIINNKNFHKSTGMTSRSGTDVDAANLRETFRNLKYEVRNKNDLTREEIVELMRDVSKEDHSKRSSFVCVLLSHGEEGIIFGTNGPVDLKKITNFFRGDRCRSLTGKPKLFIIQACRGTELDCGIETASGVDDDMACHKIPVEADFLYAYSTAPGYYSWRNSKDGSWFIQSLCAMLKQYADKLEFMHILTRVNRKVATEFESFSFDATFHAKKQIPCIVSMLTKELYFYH
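System: Procaspase-3 D3A mutant. Medium: Zinc-free 300 mM NaCl, 50 mM HEPES, 0.01% Triton X-100. Schedule: 1 h preincubation plus 2 h reaction at 25 °C. Measured by: 405 nm absorbance of p-nitroaniline, reads at 0 and 120 min. Read-out: percent activation relative to control range.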
JMJD2C inh = human JMJD2C demethylase inhibition; 330,000 tested, 0.069% active; Q9H3R0; inhibition, % at 2.35 µM; AID 2099; GST-JMJD2C(1-420) H3K9me3 demethylation, DELFIA europium;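 active = more than half of a compound's replicate wells show inhibition beyond 50%, single wells judged on their own value; inconclusive = some, but no more than half, of replicates pass 50% inhibition; inactive = no replicate passes 50% inhibition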;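 also: signal counts dimethyl H3K9 product captured on neutravidin plate; 0% = median of DMSO wells and 100% = 0.3 times that DMSO median; strong numbers were not always called active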
PP1 inh = PP1-alpha (human) inhibition in PP5 counter-screen | inhibition, % at 6.7 µM | P62136 | 320,000 tested, 0.9% active | purified PP1alpha, OMFP fluorescence;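 active = inhibition above the mean inhibition of all tested compounds plus 3 SD, computed separately for each screening campaign, cut at about 15% in these data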
proCasp7 act = counter-screen for procaspase-3 activators: activators of human procaspase-7; recombinant procaspase-7, Ac-DEVD-pNA absorbance 405 nm; D23A/D198A/D206A triple mutant, cannot self-cleave; scale: DMSO 0, 5 µM enzyme 100; 330,000 tested, 0.093% active; P55210; activation, % at 8.5 µM;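 active = percent activation above the screen-wide mean plus 3 SD, cut at about 25% in these data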
Target sequence (P55210 whole entry D23A/D198A/D206A): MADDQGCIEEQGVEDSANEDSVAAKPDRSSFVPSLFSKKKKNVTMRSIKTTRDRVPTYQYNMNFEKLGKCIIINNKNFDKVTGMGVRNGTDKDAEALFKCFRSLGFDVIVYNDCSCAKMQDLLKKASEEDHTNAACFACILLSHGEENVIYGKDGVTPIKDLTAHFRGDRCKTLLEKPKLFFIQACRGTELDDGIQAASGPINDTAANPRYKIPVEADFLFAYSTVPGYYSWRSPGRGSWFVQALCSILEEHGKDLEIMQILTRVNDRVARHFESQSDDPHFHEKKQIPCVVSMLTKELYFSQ
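Assay system: Uncleavable procaspase-7 mutant enzyme; Input: 2 µM procaspase-7 mutant as dispensed; Also added: DEVD-pNA substrate; Medium: Zinc-free HEPES pH 7.4 with 300 mM NaCl, 0.01% Triton X-100; Timing: 1 h compound preincubation, 2 h substrate cleavage, 25 °C; Measured by: Epi-absorbance of released pNA at 405 nm, two timepoints.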
HCV core dimer = blocks dimerization of HCV core protein. TR-FRET GST/Flag-core106 dimerization, 1536-well. AID 1899. inhibition, % at 5 µM. 300,000 tested, 0.33% active;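 active = inhibition above the mean of all tested compounds plus 3 SD, set per screening campaign, cut at about 45% in these data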
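Test system: GST/Flag-tagged HCV core106 proteins; Medium: KF-containing HEPES buffer, pH 7.45, DTT, CHAPS, BSA; Times: compound-protein-antibody incubation 4 h at 22.5 °C; Detection: TR-FRET 671 and 617 nm emission; Benchmarks: wells lacking GST-core106 and wells with excess unlabelled core106.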
Efflux pump inh = blocks antifungal efflux pumps in multiplex yeast assay. S. cerevisiae Candida pump triplex, Nile Red efflux. inhibition, % at 10 µM. 330,000 tested, 0.44% active;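 active = plate passing quality check with inhibition over a set limit, or well fluorescence over plate mean plus 4 SD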;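 also: Nile Red retained in pooled yeast measured as flow cytometry median fluorescence; 0% = buffer negative control and 100% = Enniatin B positive control; higher means more Nile Red kept so more efflux inhibition; some compounds called inactive have numbers as strong as hits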
The depositor's hits bear a star; u = inconclusive; x = no result given. This is a random part of the collection; overall some 2.9% were active at least once.

Sample of the layout:
SMILES	CTSL1 counter	TPT1 inh	PP5 inh	proCasp3 act	JMJD2C inh	PP1 inh	proCasp7 act	HCV core dimer	Efflux pump inh
COc1cccc(Cn2cnc3c(NS(=O)(=O)c4ccc(Cl)cc4Cl)c(C)c(C)cc32)c1	-1	-6	2.7	7	12	3	1	30	-0.1
COc1ccccc1CC(=O)N1CCN(S(=O)(=O)c2cccs2)CC1	-2	-2	1.6	6	-2	-3	-6	-3	0.1

This part in full, previewed entries included:
SMILES	CTSL1 counter	TPT1 inh	PP5 inh	proCasp3 act	JMJD2C inh	PP1 inh	proCasp7 act	HCV core dimer	Efflux pump inh
COc1cccc(Cn2cnc3c(NS(=O)(=O)c4ccc(Cl)cc4Cl)c(C)c(C)cc32)c1	-1	-6	2.7	7	12	3	1	30	-0.1
COc1ccccc1CC(=O)N1CCN(S(=O)(=O)c2cccs2)CC1	-2	-2	1.6	6	-2	-3	-6	-3	0.1
O=C(c1ccc(Br)s1)N1CCCC1	2	0	0.1	8	-6	-2	10	-7	0.0
O=[N+]([O-])c1ccccc1OCCCCN1CCCCC1	2	0	0.0	5	4	-3	-2	0	-0.6
CSc1ccccc1NC(=O)c1csc(C)c1	0	0	0.9	-12	3	-2	5	-10	-0.4
O=C(NCCc1ccccc1)C1(c2ccccc2)CCCC1	-1	2	3.5	-2	44	2	5	-3	0.3
O=C(O)c1cc(S(=O)(=O)Nc2ccc3cn[nH]c3c2)ccc1O	x	x	1.0	2	3	0	6	x	0.1
CC(=O)Nc1ccc(CN2CCN(CC=C(C)C)C(CCO)C2)cc1 (stereo unspecified)	-3	1	2.4	1	-3	0	5	-3	-0.1
CCOC(=O)c1ccccc1NC(=O)Cc1ccc(OC)c(S(=O)(=O)N2CCOCC2)c1	x	x	x	0	4	x	-3	x	-0.1
COc1cc2sc(C)nc2c2ccccc12	1	2	0.7	2	9	0	4	-3	-0.1
O=C1CC2C(=O)NCCN2C(=NC(=O)c2ccc(Cl)cc2)N1 (stereo unspecified)	-3	-4	3.5	3	-13	-1	9	-1	0.0
COc1ccc(-c2nc(SCC(=O)N3CCOCC3)n[nH]2)cc1	0	-10	0.2	-2	1	0	-1	-6	-0.2
COc1ccc(S(=O)(=O)N2CCCCCC2)cc1C(=O)N(C)Cc1ccco1	0	2	3.6	2	6	-5	-6	-9	0.1
COc1ccc(C(=O)N2C(=S)NC(=O)/C2=C\c2ccc(C)cc2)cc1	1	34*	0.6	-17	-2	11	-4	2	0.0
Cc1cc(Cl)ccc1C(=O)C1CCCN(C(=O)CCn2cncn2)C1 (stereo unspecified)	-1	0	-0.6	-3	-5	3	9	10	0.0
COc1ccc(NS(=O)(=O)c2ccc3c(c2)N(C(C)=O)CCO3)cc1	-1	-5	0.1	0	-48	1	5	-11	-0.2
Cc1cc2oc3ccc(NCCCN4CCOCC4)cc3c(=O)c2cc1C	-1	-2	3.4	1	3	1	-1	-16	0.2
COc1ccc(-n2c(N)cc(=O)nc2SCC(=O)N2CCN(c3ccccc3)CC2)cc1	14	-3	-6.7	1	3	-6	-1	-13	0.9
COC(=O)c1cc(NC(=O)c2nn(C)c(=O)c3ccccc23)cc(C(=O)OC)c1	-3	0	-3.5	-3	3	3	2	3	0.2
CCN(CC)C(=O)Nc1ccccc1C	-3	-5	0.0	-7	7	0	10	-5	0.0
CCOc1ccc(NC(=O)c2ccc(-c3csc(C)n3)cc2)cc1	-1	0	2.7	7	16	2	-2	3	0.0
Cc1cccc(N2CCN(C(c3ccccc3)c3nnnn3CC3CCCO3)CC2)c1C (stereo unspecified)	1	3	5.9	-3	-14	3	13	11	0.1
CO/N=C/NC(=O)Cc1cn(-c2ncc(C(F)(F)F)cc2Cl)c2ccccc12	2	-4	1.8	-13	-6	1	1	-2	-0.1
COc1cc(NC(=O)CCN2CCN(Cc3ccccc3)CC2)cc(OC)c1	2	-6	0.7	-2	-1	0	4	-1	-0.2
CC1CN(C(=O)Nc2cccc(Cl)c2)C2(CCCCCC2)O1 (stereo unspecified)	1	-2	2.9	1	-8	1	-6	0	-0.3
Cc1ccc2nc(-c3ccccc3)c(CN3CCN(c4ccccc4F)CC3)n2c1	5	3	-0.5	11	-4	-6	-10	0	1.2
COc1cccc(C2(O)CCN(CC(=O)NCC3CC3)CC2)c1	-1	1	0.4	0	1	-1	2	-2	-0.1
COc1ccc(C(CNC(=O)c2cccc3cccnc23)N(C)C)cc1 (stereo unspecified)	2	0	0.9	-2	-6	-1	-4	-3	-0.2
CC(C)[C@H](NC(=O)NC1CCCC1)C(=O)O	-1	1	0.3	4	2	1	5	-3	-0.1
O=C(CSc1nncn1-c1ccccc1)Nc1ccc(N2CCOCC2)cc1	-3	-8	2.3	9	-8	-3	11	-1	-0.3
CC1CN(c2ccc([N+](=O)[O-])c(NCCOc3ccccc3)c2)CC(C)N1 (stereo unspecified)	0	-2	2.3	-17	3	1	0	-18	-0.1
CC(=O)NC1C(c2nc3ccccc3s2)=C(c2ccccc2)C(=O)N1c1ccc(C)cc1 (stereo unspecified)	0	-2	-2.1	1	5	-3	14	6	0.0
Cc1ccc(OCC(=O)N2CCN(S(=O)(=O)c3ccccc3[N+](=O)[O-])CC2)cc1	-4	-5	2.2	0	-9	-2	-12	4	0.1
CCOC(=O)C1C(C(=O)Nc2cccc(C(F)(F)F)c2)C1C(=O)NC(C)C (stereo unspecified)	-2	2	2.5	-7	-11	-4	-3	1	0.4
Cc1cc(=O)n2nc(N3CCCC3C(=O)Nc3cccc(F)c3)sc2n1 (stereo unspecified)	2	-3	3.3	-3	-18	-2	-7	-19	-0.1
COc1ccc(C)cc1NC(=O)CNC(=O)Cn1ccc2ccccc2c1=O	-1	-3	-1.9	5	4	1	12	2	0.0
O=C1CC(C2CCCO2)C(=O)N1c1cccc(Cl)c1 (stereo unspecified)	4	-2	-3.7	1	11	-1	8	-3	-0.1
COc1cc(/C=N/NS(=O)(=O)c2ccc3ccccc3c2)ccc1OCCN1CCOCC1	4	-2	0.2	-3	2	-1	-1	-9	0.2
CCOC(=O)c1ccc(S(=O)(=O)NCCN2CCOCC2)cc1	8	-3	-1.6	5	-1	5	3	-1	0.0
O=C1CC(c2nc3ccccc3[nH]2)CN1c1ccccc1F (stereo unspecified)	-4	-3	-0.2	6	8	-1	5	-5	-0.1
CCOC(=O)CSc1n[nH]c(=O)n1CCc1ccccc1	1	-6	4.7	-1	-11	-5	-4	0	0.0
Cc1cccc(-n2cnc3cc([N+](=O)[O-])ccc32)c1	-2	0	-0.4	-3	-14	-1	-2	5	0.0
CC(C)c1ccc(N(CC(=O)NCc2ccco2)C(=O)CCC(=O)Nc2ccccn2)cc1	3	-4	2.1	1	12	-1	-7	2	-0.1
CCCn1c(N)c(N(CCOC)C(=O)c2cccc(S(=O)(=O)N3CCCc4ccccc43)c2)c(=O)[nH]c1=O	2	3	1.8	0	u	-2	4	0	0.2
O=c1c2c(nc3cc(-c4ccccc4)[nH]n13)CCC2	-3	-2	1.7	8	1	-1	1	-10	0.0
O=C(Nc1ccc2oc(-c3ccccc3)nc2c1)c1cccnc1	5	-4	-0.2	7	8	0	-11	-2	-0.1
CC(=O)Oc1ccc2oc(=O)c3c(c2c1)CCCN3C(=O)CN1CCN(c2ncccn2)CC1	-18	3	1.6	6	5	1	6	-5	-0.2
CC(/C=C/c1ccco1)=N/NC(=O)C1COc2ccccc2O1 (stereo unspecified)	3	3	0.1	1	3	-1	-3	-3	0.1
O=[N+]([O-])c1ccc(N2CCN(c3ccccc3O)CC2)cc1	-1	-1	-1.0	0	-24	2	-3	10	0.2
CN(C(=O)c1cn2ccccc2n1)c1c(N)n(Cc2ccccc2)c(=O)[nH]c1=O	1	-2	-1.8	12	-2	-3	-1	3	0.1
O=c1[nH]c2ccc(Cl)cc2c(-c2ccccc2)c1SC(=S)N1CCCCC1	0	-3	2.8	-5	5	11	-16	11	-0.1
N#Cc1ccc(OCC(=O)Nc2cc(S(=O)(=O)N3CCOCC3)ccc2N2CCOCC2)cc1	1	-2	2.1	1	3	-1	-2	0	0.1
CN(CCOc1ccc(Cl)cc1)CC(=O)Nc1ccc(OC(F)F)cc1	-5	-2	4.4	1	-18	1	7	-2	-0.1
CC(C)OCC(O)CSc1ccccn1 (stereo unspecified)	4	2	-1.3	-5	-1	1	3	2	-0.1
Cn1c(CC(=O)Nc2ccccc2)n[nH]c1=S	5	1	0.5	-10	-2	-3	-1	-1	0.3
O=C(Cc1cccs1)Nc1ccc(F)cc1	2	-1	3.4	-11	-2	-2	11	9	0.3
c1coc(-c2ccnc3ncnn23)c1	-1	0	-0.2	2	-11	1	-1	0	0.3
Cc1cc(C)cc(OCC(=O)OCC(=O)N2CC(=O)Nc3ccccc32)c1	-8	-2	0.4	12	12	-2	-2	-8	0.5
CCC(NC(=O)c1ccccc1NC(=O)c1ccco1)C(=O)NC1CCCCC1 (stereo unspecified)	-7	3	2.1	-5	1	-7	-7	4	0.2
O=C(O)/C=C/C(=O)Nc1ccc(-n2nccc2C(F)(F)F)cc1	1	0	1.6	1	23	-3	0	3	0.1

Following part
SMILES	CTSL1 counter	TPT1 inh	PP5 inh	proCasp3 act	JMJD2C inh	PP1 inh	proCasp7 act	HCV core dimer	Efflux pump inh
Cc1ccc2nc(SCC(=O)NCc3cccs3)[nH]c2c1	-6	-1	-3.0	-4	2	-5	0	7	0.0
CC(NC(=O)Cn1nc(C(F)(F)F)c2c1CCC2)c1ccccc1 (stereo unspecified)	17*	0	1.9	7	10	-1	11	-7	-0.1
Cc1ccc(Cc2cnc(NC(=O)/C(C#N)=C/c3ccc(-c4ccc([N+](=O)[O-])cc4)o3)s2)cc1	-2	0	-2.5	-1	24	-4	-3	20	0.0
CC(C)COc1ccc(/C(=N/O)c2ccccc2)cc1	2	-2	6.0	10	1	4	-3	2	0.0
Cc1cc(NC(=O)c2sccc2C)n(-c2nc3ccccc3[nH]2)n1	4	1	5.4	-7	-15	3	0	1	0.1
CCn1c(SCC(=O)N/N=C/c2ccncc2)nc2ccccc21	2	0	-0.9	0	3	1	10	-2	0.0
Nc1c(-c2cccs2)cnn1-c1nc(-c2ccc(Cl)cc2Cl)cs1	-1	0	0.5	3	-3	1	-7	-5	-0.1
CC(C)NC(=O)c1ccc(N2CCOCC2)nc1	0	-1	-0.1	-3	-4	-4	-1	-1	0.1
CCOC(=O)c1ccc(NC(=S)N2CCN(CCN=CC3=C(O)CC(C)(C)CC3=O)CC2)cc1	3	0	1.8	-7	8	2	-15	-2	0.1
CCOc1ccc(OCCOCCNCCOC)cc1	6	1	1.2	-5	30	-4	-3	-1	0.0
CN1C(=O)CSc2ccc(NC(=O)N3CCOCC3)cc21	1	-2	-1.6	-1	3	1	7	0	-0.1
